# GAA inh = qHTS Assay for Inhibitors of Human alpha-Glucosidase as a Potential Chaperone Treatment of Pompe Disease. Lysosomal alpha-glucosidase (Homo sapiens), P10253. purified human GAA, 4-MU-alpha-glucoside fluorescence. Potency, µM (top dose mostly 76.9 µM), inactives show at the highest dose activity change, negative = inhibition, most hits filed as inhibitors. 200,000 compounds, 0.005% hits. AID 1466, 2008;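 further: plate controls were uninhibited enzyme wells for no effect and no-enzyme background for full effect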
#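 Human enzyme at 4 nM with 400 uM 4-methylumbelliferyl-alpha-D-pyranoside, citrate/phosphate buffer pH 5.0, 0.005% Tween-20, 20 min at room temperature. Compounds up to 77 uM. 4-MU fluorescence (Ex 365/Em 440) read after NaOH/glycine stop; AC50 from Hill fit.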
# aGlu spleen mod = qHTS Assay for Inhibitors and Activators of Human alpha-Glucosidase From Spleen Homogenate | AID 2112, 2009 | Potency, µM (series often up to 79.9 µM), for the others: top-dose activity change, negative = inhibition, most hits filed as inhibitors | human spleen homogenate, 4-MU-alpha-glucoside fluorescence | 240,000 compounds, 0.006% hits;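 further: 0% = enzyme with vehicle and -100% = no enzyme basal signal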
#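 Compounds were titrated against alpha-glucosidase in spleen homogenate at pH 5.0, with 1 mM 4-methylumbelliferyl substrate for 40 min at 37 C. Reactions were quenched with pH 10 NaOH/glycine and fluorescence measured.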
# GAA glycogen = qHTS Assay for Inhibitors and Activators of Human alpha-Glucosidase Cleavage of Glycogen; Lysosomal alpha-glucosidase (Homo sapiens), P10253; recombinant GAA, glycogen substrate, Amplex Red glucose oxidase fluorescence; Potency, µM (doses to about 76.4 µM), for the others: at the top dose activity change, negative = inhibition, hits mostly inhibitors; 300,000 compounds, 0.38% hits;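 further: 0% = full enzyme reaction and -100% = no-enzyme basal signal; the screen sought inhibitors and activators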
#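 qHTS, 1536-well; enzyme 4 nM final; cpd up to 77 uM; substrate bovine liver glycogen 30 ug; 50 mM citrate/phosphate pH 5.0, 0.01% Tween-20; 37 C, 40 min; Amplex Red detection 45 min RT; Hill fit → AC50.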
# HttQ103 aggreg = qHTS Multiplex Assay to Identify Dual Action Probes in a Cell Model of Huntington: Aggregate Formation (GFP) | PC12 HttQ103-GFP aggregates, Acumen cytometry, 40 h | Potency, µM (series often up to 46.1 µM), without a hit: at the top dose activity change, negative = inhibition, actives largely listed as inhibitors | 220,000 compounds, 1.1% hits; further: on the % scale 0 is the no-effect control and ±100 the full control effect; nearly all actives have a fitted effect of over 60% in size
#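 Ecdysone-promoter PC12 model expressing HTT exon 1 Q103 fused to GFP, induced by tebufenozide at 100 nM final. Compounds titrated; aggregates sized 1–25 µm scored on a 488 nm laser cytometer.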
# HTT ATP protect = qHTS Multiplex Assay to Identify Dual Action Probes in a Cell Model of Huntington: Cytoprotection (ATP); PC12 HTT-Q103 induced, cytoprotection, ATP luminescence, 40 h; Potency, µM (doses to about 56.4 µM), inactives show cytoprotection (ATP increase), usual class: activators; 230,000 compounds, 0.14% hits;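 further: % of control where 0% means no effect; nearly all actives have a fitted effect of over 45% in size; toxic huntingtin expression switched on by the ecdysone agonist tebufenozide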
#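 Huntington model: PC12 line, ecdysone-inducible HTTQ103 exon1–GFP, tebufenozide 100 nM. Test articles in a dose series. Endpoint luminescence from cellular ATP.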
# GoLoco inh red = qHTS Assay for Inhibitors of RGS12 GoLoco Motif Activity (Red Fluorophore). AID 880, 2007. Guanine nucleotide-binding protein G(i) subunit alpha-1 (Homo sapiens), P63096. Potency, µM (top dose mostly 61.6 µM), for inactives: at the highest dose activity, negative = inhibition, hits mostly inhibitors. Gai1:RGS12 GoLoco peptide FP, rhodamine, 10 min. 230,000 compounds, 0.44% hits; active means well fitted inhibition curve with a large enough effect, not every such curve was filed as active; inactive means no such curve, though single readings can be large or run the other way; further: on the % scale 0 is the no-effect control and ±100 the full control effect; nearly all actives have a fitted effect of over 30% in size; many of its hits are not listed in these tables
# Target sequence (P63096 whole entry, looked up): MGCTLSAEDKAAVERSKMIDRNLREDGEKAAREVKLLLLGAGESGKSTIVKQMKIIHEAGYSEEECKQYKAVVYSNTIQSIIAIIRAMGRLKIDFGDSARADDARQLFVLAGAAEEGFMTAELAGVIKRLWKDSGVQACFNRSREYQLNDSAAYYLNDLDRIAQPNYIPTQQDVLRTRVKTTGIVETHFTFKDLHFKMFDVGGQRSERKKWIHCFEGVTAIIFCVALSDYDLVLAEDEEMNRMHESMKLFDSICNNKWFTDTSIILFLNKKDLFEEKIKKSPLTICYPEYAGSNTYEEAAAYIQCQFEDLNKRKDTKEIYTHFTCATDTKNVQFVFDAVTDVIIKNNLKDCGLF
# IMPase Li inh = qHTS Assay for Identifying the Cell-Membrane Permeable IMPase Inhibitors: Potentiation with Lithium; CHO-M1 cells, IP1 TR-FRET (IP-One), carbachol + lithium; Potency, µM (titrated, usually from 59.4 µM), inactives show at the highest dose activity, negative = IMPase inhibition, actives largely listed as inhibitors; 210,000 compounds, 0.35% hits;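 further: IP1 builds up when IMPase is blocked and the TR-FRET signal falls; plate controls were basal vehicle for no effect and high inhibitor control for full effect; nearly all actives have a fitted effect of over 50% in size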
#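 CHO cells stably expressing M1 receptor (2000/well) were cultured 16–30 h, then exposed to compounds with a small lithium addition for 30 min at 37C. IP1 was measured by TR-FRET competition; AC50 from Hill fits.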
# An asterisk follows results filed as active; ? = inconclusive; nt = no result given; & = joins results of further samples; ! = a repeat was not active; [ ] = dose if it differs, or a comment. Unless noted, the call rests on the fitted dose curve; in most records, active means well fitted curve in the direction sought with a large enough effect; inconclusive means small, poorly fitted or top-dose-only effect, or another doubt; inactive means no such curve, though single readings can be large; an effect the other way counts as inactive or inconclusive. Potency means the concentration at half of the fitted maximal effect.
Compound,HttQ103 aggreg,HTT ATP protect,aGlu spleen mod,GAA inh,GoLoco inh red,IMPase Li inh,GAA glycogen
O=C(Oc1ccc2c(c1)C(=O)c1ccccc1CO2)c1ccccc1,-1%,13%,2%,-4%,5%,37%[activator][38.3 µM],0%
Cc1ccc2oc(=O)c3cnn(CC(=O)NCCN(C)C)c3c2c1,-11%,-11%,-10%,-9%,-13%,7%,0%
CCOC(=O)c1oc2c(CN3CCN(CCO)CC3)c(O)c(CC)cc2c(=O)c1-c1nc2ccccc2s1,10%,16%,-3%,0%,-2%,nt,2%
O=C(Nc1ccccc1-c1nnn(CC(=O)N2CCc3ccccc3C2)n1)C1CCC1,5%,-3%,2%,-6%,2%,-2%[38.3 µM],-2%
O=C(CSc1nc(C2CC2)nc2sc3c(c12)CCCC3)NCc1ccco1,-8%,-15%[10 µM],-3%,-3%,0%,13%[38.3 µM],-2%
CC(=O)N1CCC[C@@]2(CCN(Cc3cc(C(F)(F)F)cc(C(F)(F)F)c3)C2)C1,nt,1%,1%,nt,-5%,1%,nt
COc1cc(CN2CCN(c3ccccc3F)CC2)c([N+](=O)[O-])cc1OC,-1%,18%[0.074 µM],-1%,?,-4%,2%,-2%
O=C(CNC(=O)c1ccccc1)Nc1cccc(C(F)(F)F)c1,?,?,5%,-9%,-6%,5%,-3%
CC(=O)c1ccc(S(=O)(=O)N2CCCC2)cc1,1%,-5%,-7%,-12%,1%,24%[38.3 µM],8%
CC1(C)Cc2c(sc3[nH]c(=S)n(Cc4ccccc4)c(=O)c23)CO1,18µM*,-60%[inhibitor],-4%,-30%,7%,1%[38.3 µM],4%
O=C(Cn1nnc(-c2ccc(CN3CCOCC3)cc2)n1)N1CCCc2ccccc21,10%,1%[10 µM],2%,7%,-1%,-4%[38.3 µM],-17%
COc1ccc(S(=O)(=O)c2c(N)n(Cc3ccco3)c3nc4ccccc4nc23)cc1,-12%,0%,10%,12%,44%[activator],9%[38.3 µM],1%
CC(C)c1ccc(NC(=O)C(=O)c2cn(CC(=O)N3CCCCC3)c3ccccc23)cc1,?,3%[10 µM],?,-12%,-8%,4%,-11%
CC(C)CN(CCCNC(=O)CN1C(=O)CSc2ccc(S(=O)(=O)N3CCOCC3)cc21)CC(C)C,2%,-64%[inhibitor],3%,-8%,1%,-1%,-15%
O=C(/C=C/c1ccc(Cl)cc1)Nc1ccc(CN2CCOCC2)cc1,-20%,15%[1.9 µM],-10%,-7%,-9%,7%,11%

# (continued)
Compound,HttQ103 aggreg,HTT ATP protect,aGlu spleen mod,GAA inh,GoLoco inh red,IMPase Li inh,GAA glycogen
CCC1SC(C)C/C(=N/NC(N)=O)C1C (centres undefined),-17%[9.22 µM],-11%[10 µM],3%,nt,4%,nt,1%
Cc1nn(C(=O)c2ccco2)c(C)c1CN1C(=O)c2ccccc2C1=O,-3%,-21%,-4%,3%,7%,10%[38.3 µM],-3%
Cn1ccnc1Sc1ccc(/C=N/NC(=O)c2ccccc2O)cc1[N+](=O)[O-],?,12%[10 µM],-8%,-6%,3%,-10%,-9%
CC(C)C1=C2CCCCC2NC(=O)N1 (centres undefined),-14%,-25%[10 µM],2%,3%,3%,30%[38.3 µM],-32%
O=C(Nc1ccc(F)cc1F)N1CCN(c2ncccn2)CC1,-6%,4%[10 µM],-4%,-1%,-5%,14%[38.3 µM],2%
Cc1cc(C)cc(NC(=S)NCCc2ccc(S(N)(=O)=O)cc2)c1,8%,38%[10 µM],2%,0%,4%,6%,-19%
CC(=O)c1c(OCC(=O)O)ccc2c(C)cc(=O)oc12,-1%,-18%,-6%,15%,5%,-16%[38.3 µM],2%
CCCn1c(SCN2C(=O)c3ccccc3C2=O)nc2cc(Cl)ccc2c1=O,-1%,10%[10 µM],-3%,3%,3%,-7%,5%
O=C1Nc2cc(S(=O)(=O)N3CCCC3)ccc2N2CCCC12 (centres undefined),4%,-14%,-2%,1%,110%[activator],0%[38.3 µM],1%
CCOC(=O)C1CCCN(C(=O)c2cc(-c3ccc(C)cc3)nc3ccccc23)C1 (centres undefined),12%,-135%[inhibitor],2%,?,-26%,11%,-8%
O=[N+]([O-])c1ccc(S(=O)(=O)CC2CSc3nc4ccccc4n32)cc1 (centres undefined),-30%,nt,-9%,-5%,1%,3%,-14%
O=CN1Cc2[nH]c3ccccc3c2N(c2ccc(Cl)cc2)C1=O,3%,3%,-1%,-2%,0%,-6%[38.3 µM],7%
O=c1cc(CSc2ccccn2)[nH]c(=O)[nH]1,-9%,23%,-7%,8%,-2%,4%[38.3 µM],10%
CCC(=O)N1COC[C@@H]1Cc1ccccc1,1%,nt,4%,-12%,7%,-4%,11%
CC(=O)OC1CC[C@]2(C)C(CC(OC(C)=O)[C@@]3(C)C4=CC(=O)OC(c5ccoc5)[C@]4(C)CCC23)C1(C)C (some centres undefined),nt,-64%&-1%[inhibitor],-10%&-3%&0%,nt,2%&-59%&-1%,19%&25%&16%,nt

# A second format for part of the listing above.
O=[N+]([O-])c1ccc(S(=O)(=O)CC2CSc3nc4ccccc4n32)cc1 (centres undefined)
  HttQ103 aggreg: -30% | HTT ATP protect: nt | aGlu spleen mod: -9% | GAA inh: -5% | GoLoco inh red: 1% | IMPase Li inh: 3% | GAA glycogen: -14%
CC(=O)c1c(OCC(=O)O)ccc2c(C)cc(=O)oc12
  HttQ103 aggreg: -1% | HTT ATP protect: -18% | aGlu spleen mod: -6% | GAA inh: 15% | GoLoco inh red: 5% | IMPase Li inh: -16%[38.3 µM] | GAA glycogen: 2%

# More structures
Compound,HttQ103 aggreg,HTT ATP protect,aGlu spleen mod,GAA inh,GoLoco inh red,IMPase Li inh,GAA glycogen
CCOc1ccc(NC2OCC(O)C(O)C2O)c([N+](=O)[O-])c1 (centres undefined),nt,nt,-16%,4%,6%,10%,-14%
COc1ccccc1NC(=S)NCC1CCCO1 (centres undefined),-18%,5%[10 µM],-2%,-11%,-6%,4%,8%
Cc1ccc(C(=O)N2CCc3ccccc32)o1,5%,-9%[10 µM],-4%,-1%,7%,-2%,-11%
CCOC(=O)c1[nH]c(COC(=O)CCOc2ccccc2OC)c(C(=O)OCC)c1C,?,-50%[inhibitor][10 µM],-2%,-14%,12%,1%[38.3 µM],5%
N#C/C(=C/c1ccc(OCc2ccc(C(=O)O)cc2)c(Br)c1)c1cccc(F)c1,18%,-23%,-2%,-5%,4%,-4%,9%
Cn1c(=O)c2c(SCC(=O)NCC3CCCO3)nc(-c3cccs3)nc2n(C)c1=O (centres undefined),?,-15%,7%,-2%,3%,-2%[38.3 µM],0%
CCOc1ccc(-c2cn(-c3ccc(OC)cc3)c(SC)n2)cc1,3%,-1%[10 µM],-6%,-2%,-5%,9%,-4%
CCn1c(SCC(=O)N(C(C)C)C(C)C)nnc1-c1cc2ccccc2cc1O,?,-32%,-5%,5%,3.2µM*,17%[38.3 µM],-24%
CCCN(CCO)Cc1cccc(Cl)c1,-5%,-17%[10 µM],-9%,?,-7%,10%[38.3 µM],-4%
Cc1nc(NC(=O)COC(=O)CCS(=O)(=O)c2ccccc2Cl)c(Cl)cc1Cl,8%,-13%,-6%,6%,67%[activator],-7%[38.3 µM],3%
Cc1cccc(CSc2ccc3nnc(-c4ccccn4)n3n2)c1,-2%,-36%[inhibitor],nt,-1%,-9%,-4%,-1%
Cc1cc(C(=O)CSc2nnnn2C)c(C)n1-c1cccc(F)c1,0%,-28%,-21%,-4%,2%,-1%[38.3 µM],8%
O=C(N/N=C/c1c[nH]c2ccccc12)c1cc(-c2ccc3ccccc3c2)n[nH]1,-15%,-67%[inhibitor][10 µM],-5%,3%,45%[activator],0%,-1%
O=C(Cn1nnc(-c2ccccc2)n1)OC1CCOC1=O (centres undefined),1%,-3%[10 µM],-4%,1%,7%,1%[38.3 µM],4%
COC(=O)c1sc2ccccc2c1-n1cccc1C(=O)C(=O)Nc1ccccc1,-3%,-7%,-11%,0%,15%,13%[38.3 µM],-5%

# (list continues)
Compound,HttQ103 aggreg,HTT ATP protect,aGlu spleen mod,GAA inh,GoLoco inh red,IMPase Li inh,GAA glycogen
CCNc1nc(OC)nc(Oc2ccc(=O)n(-c3ccccc3)n2)n1,-3%,-15%[10 µM],-15%,4%,0%,17%[38.3 µM],1%
O=C(COc1ccc(Cl)cc1Cl)NN=C1CCCCC1,6%,nt,-2%,-6%,-4%,-11%,-5%
Cc1ccc(S(=O)OCC(=O)Nc2cc(Cl)ccc2N2CCOCC2)cc1 (centres undefined),3%,4%[10 µM],4%,1%,-9%,7%,-4%
O=C(CCC1CCCC1)Nc1ccon1,-7%,-15%,-5%,-2%,-4%,20%[38.3 µM],3%
COc1cc(-c2noc(CCC(N)=O)n2)cc(OC)c1OC,-15%[9.22 µM],-28%,1%,-12%,1%,-3%[38.3 µM],10%
O=c1cc(-c2ccc(O)cc2)oc2cc(O)cc(O)c12,nt,?,4%,nt,18µM*!,28%&18%&16%&20%&4%&29%&3%,nt
COc1cc(OC)cc(-c2nc(-c3cccs3)no2)c1,-5%,-34%,nt,-3%,21%,0%,7%
CCCc1ccc(-c2c(C)sc(N)c2C#N)cc1,-14%,-27%,-4%,?,42%[activator],18%[38.3 µM],7%
C=C(C)CSc1nnc([C@@H]2CCCN2)o1,0%[9.22 µM],-9%[10 µM],-4%,nt,1%,nt,-4%
Cc1ccsc1C1C(C#N)=C(N)Oc2n[nH]c(C)c21 (centres undefined),-4%,-10%,-16%,12%,5%,5%,-8%
O=P(O)(O)C(O)C(F)(F)C(F)(F)C(F)(F)C(F)F (centres undefined),-7%,1%[1.9 µM],-14%,3%,0%,18%[38.3 µM],3%
CCc1cc(/C(Cc2csc(C)n2)=N/O)c(O)cc1O,-5%,-6%,6%,-2%,7%,7%[38.3 µM],?
Cc1c(C)c2ccc(OC3CCCCC3=O)cc2oc1=O (centres undefined),-13%,-22%,2%,1%,2%,-5%[38.3 µM],1%
Cc1ccc(-c2cc3nc(-c4ccc(Br)cc4)cc(N)n3n2)cc1,-15%,0%[10 µM],-6%,5%,10%,-5%,3%

# Not all compounds are listed (hit frequency here may not be typical).
